Source: PubChem
VCAM1 TNFa inh = reduces TNF alpha induced VCAM1 expression in HUVEC; AID 802; HUVEC TNFa-induced VCAM-1 immunofluorescence, high-content imaging; inhibition, % at 2 µM; 0.48% of 95,000 active;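 active = inhibition above the batch mean plus 3 SD, with images confirmed as a hit by eye, cut at about 37% in these data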;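 note: 0% = TNF-stimulated DMSO wells and 100% = unstimulated control wells; not every result past the cut was called active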
H69AR growth 86K = blocks growth of human H69AR lung tumor cells | viability, % at 10 µM | AID 598 | H69AR lung tumor viability, ATP luminescence, 72 h; active compounds read low | 6% of 85,000 active;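 active = viability at or below 40%; inactive = viability above 40%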;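 note: multidrug resistant small cell line overexpressing MRP-1 efflux transporter; 100% = mean luminescence of untreated control wells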
HUVEC tox TNFa = HUVEC cytotoxicity counter-screen, TNF alpha stimulated; HUVEC TNFalpha-stimulated, Hoechst cell count, imaging; cell count reduction, % at 2 µM; 0.17% of 93,000 active; AID 848;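 active = cell count reduction exceeding the screen mean by over 5 SD, scaled to untreated wells per plate, cut at about 78% in these data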;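 note: cells counted after 24 h of TNF alpha exposure following the 1 h pretreatment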
HUVEC inhibit = blocks proliferation of human endothelial cells. HUVEC proliferation, CellTiter-Glo luminescence, 72 h; active compounds read low. viability, % at 10 µM (by protocol). 1.1% of 86,000 active. AID 648;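 active = viability at or below 30%; inactive = viability above 30%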;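 note: 100% = median luminescence of DMSO-only cell control wells on each plate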
Fibroblast inh = blocks proliferation of human lung fibroblasts | LL 47 human lung fibroblast viability, ATP luminescence; active compounds read low | viability, % at 10 µM | 1.1% of 85,000 active | AID 719;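 active = viability at or below 50% in the single dose screen; inactive = viability above 50%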;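 note: compound exposure lasted 72 h before the ATP readout; 100% = median luminescence of untreated cell-only wells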
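Signal: luminescent ATP detection, CellTiter-Glo; assay system: LL 47 human lung fibroblasts; input: 1,150 cells/well; incubation: overnight cell rest, 72 h compound treatment at 37 °C; measure: % viability versus median cells-only luminescence; medium: IMEM growth medium with 15% fetal bovine serum; dosing: compound addition at 0.1% DMSO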
Pyk2 oligo antag = blocks oligomerization of human Pyk2 in cells | z-score (the deposit names both 25 µM and 10 µM) | Q293 cells, Pyk2 FERM NanoBiT luminescence; active compounds read low | 0.83% of 99,000 active;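 active = Z-score of -3 or lower, scaled per plate to the spread of control and sample wells; inactive = z-score above -3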;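 note: negative z-score means lost luminescence so less FERM oligomerization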
HUVEC tox IL1B = toxic to HUVEC cells under IL-1B stimulation | HUVEC cell count loss, Hoechst imaging, IL-1B stimulated | cell count reduction, % at 2 µM | 0.41% of 94,000 active;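 active = cell count reduction more than 3 SD above the screen-wide mean, cut at about 70% in these data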;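 note: normalized per plate to untreated control cells as the no-loss baseline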
cytoskel mod = modifiers of cytoskeleton assembly. inhibition, % at 2 µM. 0.18% of 91,000 active. HUVEC TNFa F-actin phalloidin imaging, high content. AID 836;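 active = inhibition above the batch mean plus 3 SD and confirmed as a hit by visual image inspection, cut at about 30% in these data, passing the limit was not always enough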; note: strong numbers were not always called active
Smad3 inh = inhibitors of human Smad3 transcription factor binding. inhibition, % at 25 µM. AID 630. 0.29% of 88,000 active. P84022. TR-FRET Smad3/Dy647-FoxH1 peptide binding, europium anti-His;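 active = compounds that reduce the energy-transfer binding signal between the protein and its labelled peptide by more than half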;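 note: 0% = Smad3 plus labelled peptide maximal FRET and 100% = peptide-only background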
Target sequence (P84022 whole entry, looked up): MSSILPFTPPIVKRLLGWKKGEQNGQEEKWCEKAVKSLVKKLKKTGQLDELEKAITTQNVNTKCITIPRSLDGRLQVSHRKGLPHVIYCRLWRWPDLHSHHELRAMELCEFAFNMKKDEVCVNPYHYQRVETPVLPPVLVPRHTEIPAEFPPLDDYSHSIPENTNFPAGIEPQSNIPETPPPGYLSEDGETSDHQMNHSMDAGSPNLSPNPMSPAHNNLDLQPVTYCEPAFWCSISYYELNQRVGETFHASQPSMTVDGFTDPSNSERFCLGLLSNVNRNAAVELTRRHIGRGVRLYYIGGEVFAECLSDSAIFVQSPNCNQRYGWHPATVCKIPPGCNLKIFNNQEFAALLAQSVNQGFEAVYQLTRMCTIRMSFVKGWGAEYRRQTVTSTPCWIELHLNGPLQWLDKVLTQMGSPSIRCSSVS
Starred values were filed as active, the others as inactive; . = not tested or not shown; [ ] = another dose, or the depositor's remark. Only part of the results is shown; the hit share may differ from the screen's.

Screens in order: VCAM1 TNFa inh, H69AR growth 86K, HUVEC tox TNFa, HUVEC inhibit, Fibroblast inh, Pyk2 oligo antag, HUVEC tox IL1B, cytoskel mod, Smad3 inh
> CCOC(=O)c1cnc(SCC(=O)Nc2ccc(NC(=O)CC)c(OC)c2)nc1N
  ., 79, ., 94, 114, 0.44, ., ., 5
> O=C(NCC1c2ccccc2CCN1C(=O)CN1C(=O)c2ccccc2C1=O)C1CCCCC1 (stereo not drawn)
  21, 101, -10, 99, 101, 0.92, -17, ., 8
> COc1ccc(Nc2ncccc2C(=O)Nc2ccccc2)cc1
  14, 57, 3, 81, 98, -0.56, -24, -32, 3
> CC1CCCCN1C(=O)N[C@@H](Cc1ccccc1)C(=O)O (stereo partly drawn)
  -8, 98, -30, 101, 94, 0.93, 1, -15, -8
> Cc1noc(C)c1COC(=O)c1ccccc1Oc1ccccc1
  1, 102, 21, 105, 90, -0.22, -1, -2, -10
> CCCn1c(CN(Cc2ccccc2)Cc2ccccc2)nc2c1c(=O)n(C)c(=O)n2C
  ., 74, ., 77, 93, ., ., ., -2
> CCCCc1cc(=O)oc2cc(C)c(CN3CCCC3)c(O)c12
  10, 86, -2, 122, 96, 0.57, -17, -26, 11
> CCOC(=O)c1c(C)oc2c(CN3CCN(C)CC3)c(Br)c(OC)c(O)c12
  ., 84, ., 98, 98, 0.21, -10, -26, -2
> C/C(=N\NC(=O)c1cccc(Cl)c1)c1cccc(NC(=O)C(C)C)c1
  17, ., -41, ., ., -0.51, -5, -5, .
> Cc1nnc(SCC(=O)N2CC(=O)Nc3ccccc32)n1C
  -6, 99, -6, 94, 98, -0.13, -91, 2, -2
> O=C(OCc1cccc(F)c1)c1ccc2c(c1)-c1ccccc1C2=O
  -5, ., -9, ., ., -1.4, -45, -3, .
> O=C(Nc1ccc(S(=O)(=O)Nc2nccs2)cc1)c1cc(-c2ccccc2Cl)nc2ccccc12
  6, ., -5, ., ., -1.4, 7, -14, .
> CCc1ccc(C(C)NC(=O)c2cc(C)oc2C)cc1 (stereo not drawn)
  24, 85, -30, 91, 95, 0.04, -14, 4, 2
> CCOC(=O)C(C)n1cnc2c(nnn2-c2ccc(C)cc2)c1=O (stereo not drawn)
  7, 93, -3, 100, 110, 0.69, 4, -20, -12
> CCOC(=O)c1[nH]c(C)c(C(=O)Nc2cc(Cl)ccc2C)c1C
  ., 24*, ., 65, 59, -0.47, ., ., -3
> O=c1cc(CSc2ccc(Cl)cc2)nc(N2CCOCC2)[nH]1
  15, 90, -8, 93, 99, 0.34, 8, 8, -5
> CC(C)n1c(CCCO)nc2ccccc21
  ., 92, ., 96, 95, -0.22, ., ., 4
> CCOC(=O)C1CN(c2cc3c(cc2F)c(=O)c(C(=O)O)cn3CC)OC1C(=O)OCC (stereo not drawn)
  9, 73, 2, 97, 107, 0.46, -3, -2, 2
> Cc1cnc(NC(=O)CSc2ncc(-c3ccccc3)n2Cc2ccco2)s1
  0, 67, 1, 66, 94, -2.2, -45, 59, -1
> CC1CCC(NC(=O)c2cnccn2)CC1 (stereo not drawn)
  11, 90, -11, 103, 100, -0.88, -23, -3, 2
> CCCn1nc(NC(=O)c2ccncc2)c2cc3ccccc3nc21
  -21, 65, -10, 90, 103, -2.7, -57, 2, 5
> COc1ccc(/C=C(/NC(=O)c2ccccc2)C(=O)N/N=C/c2ccc3c(c2)OCO3)cc1OC
  2, ., -10, ., ., -1.3, -12, 8, .
> Cc1c(NC(=O)c2ccc3c(c2)OCO3)c(=O)n(-c2ccccc2)n1C
  6, 99, -36, 90, 94, 1.7, -44, -1, 11
> CC(C)c1ccc(-c2noc(C3CCCN(S(C)(=O)=O)C3)n2)cc1 (stereo not drawn)
  -11, 106, -13, 82, 100, 0.65, 13, -16, 2
> CCN(CC)Cc1cc(C(C)=O)ccc1OCC(C)C
  12, 87, -2, 86, 102, -0.15, 15, -12, 16[fluorescence artefact?]
> CCn1nnc(NC(=O)C(C)Oc2ccc(Cl)cc2Cl)n1 (stereo not drawn)
  18, 95, -7, 99, 98, 1.5, -20, -11, -16
> COc1ccc(N2CCN(S(=O)(=O)c3ccc(Cl)c(C(F)(F)F)c3)CC2)cc1
  16, 101, -9, 103, 104, 1.1, 10, -10, 14
> Clc1ccc(C2Nc3ccccc3-n3cccc32)cc1 (stereo not drawn)
  10, 80, 28, 73, 75, ., 29, -4, -2
> Cc1[nH]n(C(C)(C)C)c(=O)c1Sc1ccc(Cl)cc1
  -2, 100, -10, 101, 98, 0.05, -73, 32, -1
> CCOc1ccc(OCC)c(NC(=O)C2CCN(S(=O)(=O)c3c(C)noc3C)CC2)c1
  -18, 44, 12, 85, 94, 1.1, 14, -25, -1
> CCc1c(C)c2c(C)nn(-c3ccccc3)c2[nH]c1=O
  -4, 88, -18, 87, 112, -0.19, 1, -4, -5
> Cc1cc2cc3c(cc2nc1SCC(=O)O)OCCO3
  -9, 79, 6, 94, 107, -0.18, -17, -38, 7[fluorescence artefact?]
> CCOC(=O)NC1(Nc2ccc(Cl)cn2)Oc2ccccc2O1
  -2, 28*, -15, 79, 96, ., 0, 6, -20
> N#CC(c1ccccc1F)(c1ncc(C(F)(F)F)cc1Cl)N1CCOCC1 (stereo not drawn)
  14, ., -25, ., ., 0.48, -26, 23, .
> CC(C)(C)c1ccc(OCCON2C(=O)CCC2=O)c(Cl)c1
  1, 94, -5, 93, 95, 0.46, 33, 7, 9
> c1ccc2c(NC3=NCCCCS3)cccc2c1
  -10, 86, -9, 98, 92, -0.41, -14, -2, 5
> Cc1cccc(NC(=O)c2cc(NC(=O)CCCC(=O)O)ccc2Cl)n1
  6, 97, ., 82, 96, -0.28, -9, 9, 4
> O=C(Oc1cccc2c(OC(=O)N3CCOCC3)cccc12)N1CCOCC1
  9, ., 6, 85, 102, 0.67, -144, -8, -1
> COc1cc2c(=O)n(Cc3ccccc3)c(=O)n(CC(=O)C(C)(C)C)c2cc1OC
  ., 90, ., 84, 95, ., ., ., -9
> COc1ccc(CCNC(=O)C2CCN(S(=O)(=O)N3CCCCC3)CC2)cc1OC
  -5, 81, -8, 92, 99, 1.1, 0, -12, 4
> CCCn1nc(Oc2nc(SC)nc(N(C)C)n2)ccc1=O
  13, 83, -15, 88, 98, -0.16, -46, -15, -1
> O=c1c2ccccc2nc(N2CCN(c3ccccc3)CC2)n1Cc1ccccc1
  8, 73, 5, 88, 89, ., -3, -16, 4
> CC(C)CCn1cnc2c(c1=O)c1nc3ccccc3nc1n2Cc1ccc2c(c1)OCO2
  -5, 30*, -7, 86, 88, 0.08, 4, 10, 7
> Brc1ccc(-c2ncc(-c3ccccc3)cn2)cc1
  -34, 96, -22, 100, 98, 0.12, -17, 4, 1
> Cc1c(S(=O)(=O)N2CCN(C(=O)c3ccco3)CC2)c(=O)n(C)c(=O)n1C
  -2, 101, -14, 110, 99, ., -17, 9, 10
> O=C(O)c1ccc(NS(=O)(=O)c2cccc3cccnc23)cc1
  11, 91, -25, 45, 98, ., 6, 7, 2
> CCNc1nc(NC(C)C)nc(NS(=O)(=O)c2ccc(N)cc2)n1
  0, 90, -2, 97, 96, -0.38, 5, ., -1
> CCSc1nnc(NC(=O)c2cccs2)s1
  ., 87, ., 85, ., -0.24, ., ., 6
> O=C(c1coc2ccc(O)c(CN3CCOCC3)c12)C1CC1
  10, 98, -22, 94, 107, -0.23, 2, 22, 7
> O=C(COC(=O)C1CC(=O)N(C2CCCCC2)C1)c1ccc(F)cc1 (stereo not drawn)
  ., 98, ., 109, 99, ., ., ., -6
> N#Cc1c2c(c(=S)n(-c3ccccc3)c1N)CCCC2
  -83, 95, -18, 88, 107, 0.04, -10, -15, 6
> CNC(=O)c1cc2cc(Cl)cc(OC)c2oc1=O
  20, 102, -2, 109, 99, 0.35, -26, 22, 1
> CCOC(=O)Cc1csc(NC(=O)c2ccc(OC)c(OC)c2)n1
  5, 94, -19, 109, 112, 0.18, -7, -24, -2
> O=c1c(/C=N/O)c(Nc2ccccc2)nc2ccccn12
  -12, 61, -19, 88, 99, -0.85, -8, 7, -3
> Cc1ccc(S(=O)(=O)N(CC(=O)NCCC2=CCCCC2)Cc2ccccc2F)cc1
  12, ., 6, ., ., 0.66, -12, -4, .
> COc1cc2[nH]c(=S)n(CCN3CCCCC3C)c(=O)c2cc1OC (stereo not drawn)
  ., 82, ., 88, 88, -0.4, ., ., -1
> O=C(NCc1ccc(F)cc1)c1cnc2n(c1=O)CCS2
  -10, 95, 6, 121, 100, ., -6, -16, -7
> O=C(CCN(CCO)Cc1ccccc1)Nc1ccc(Br)cc1
  -18, 87, -5, 99, 96, 1.9, 14, -15, -1
> Cc1ccc(OCC(=O)NNC(=O)CCC(=O)Nc2ccc(C)cc2C)cc1
  -7, ., -10, ., ., 0.59, -28, 7, .
> COc1cc(C)ccc1OCCOc1ccccc1Cl
  6, ., -3, ., ., -1.3, 4, 2, .

Following part
Screens in order: VCAM1 TNFa inh, H69AR growth 86K, HUVEC tox TNFa, HUVEC inhibit, Fibroblast inh, Pyk2 oligo antag, HUVEC tox IL1B, cytoskel mod, Smad3 inh
> COc1ccccc1N1CCN(Cc2ccc(O)c3ncccc23)CC1
  26, ., -21, ., ., -0.01, -4, -15, .
> O=C(Nc1cc(=O)[nH]c2ncnn12)c1ccccc1
  3, ., -6, ., ., 0.17, 12, -16, .
> FC(F)(F)c1cccc(NC(=S)NCCc2ccccn2)c1
  15, ., 14, ., ., 0.38, -97, -3, .
> O=C(NCCCN1CCOCC1)c1cc2cc(Cl)cc(Cl)c2oc1=O
  -3, 94, 2, 101, 93, ., 9, -8, -4
> Nc1c(S(=O)(=O)c2cccs2)c2nc3ccccc3nc2n1Cc1cccs1
  4, 66, 6, 85, 88, -2.3, -34, -66, 6
> Cc1csc(Sc2nc3c(c(=O)[nH]c(=O)n3C)n2CCCc2ccccc2)n1
  -1, ., 1, ., ., 0.61, -19, -8, .
> CCOCC(=O)Nc1ccc(S(=O)(=O)NCCc2ccccc2)cc1
  -13, 15*, ., 110, 104, 2.1, -26, 12, -4
> COc1cc(C)c(Br)cc1S(=O)(=O)N1CCOCC1
  -2, 82, -19, 95, 94, -0.12, 3, -17, -18
> Cc1noc(C)c1CSc1nc2sc3c(c2c(=O)n1C)CCCC3
  -8, 73, 0, 52, 86, -1.2, 9, -9, 2
> COCCCNc1ncnc2c1cnn2-c1ccc(C)cc1C
  6, ., -14, ., ., -0.22, -33, -13, .
> O=C(/C=C/c1ccccc1)N/C(=C/c1ccccc1)C(=O)Nc1ccccc1O
  2, ., 2, ., ., -1.4, 3, -51, .
> COC(=O)c1c(C)n(-c2ccccc2)c2ccc(O)cc12
  -2, 19*, -12, 42, 92, -2.5, -19, -8, 4
> C=CCNC(=O)C(C)N1C(=O)c2ccccc2C1=O (stereo not drawn)
  22, 104, 4, 104, 103, 1.7, -15, 13, -12
> CC(=O)NCC(=O)N(C)C(C(=O)Nc1ccc(C(C)C)cc1)c1ccccc1 (stereo not drawn)
  9, 88, 10, 96, 97, 0.03, 10, 3, 9
> CCOc1cc(S(=O)(=O)NCCN2CCOCC2)c(C)cc1C
  21, 94, 1, 83, 93, -0.28, -11, -13, 9
> N#C/C(=C\c1ccc[nH]1)C(=O)NC1CC1
  -3, 98, -4, 95, 114, 0.4, -17, -13, 0
> Cc1onc(-c2ccccc2)c1C(=O)Nc1sc2c(c1C(N)=O)CCC2
  13, 34*, 0, 89, 91, -0.03, -12, 0, -3
> O=C(CSc1nc2ccccc2c(=O)n1Cc1ccc(C(=O)NC2CC2)cc1)NCc1ccco1
  ., 67, ., 105, 98, 0.8, ., ., 9
> COc1ccc(CCNC(=O)C2CCCN2C(=O)Nc2cccc(C(C)=O)c2)cc1OC (stereo not drawn)
  18, 83, 42, 90, 105, 2.2, -3, -16, 17
